Bioassay records from PubChem BioAssay.
CBFb RUNX1 block – inhibitors of human CBF-beta and RUNX1 interaction. AlphaScreen CBFb-His/RUNX1-biotin binding, biochemical. Potency, µM (doses to about 59.8 µM), for inactives: top-dose activity, negative = inhibition, usual class: inhibitors. 230,000 tested, under 10 active. AID 1477; also: % of control where 0% means no effect
Target sequence (Q01196 whole entry, looked up): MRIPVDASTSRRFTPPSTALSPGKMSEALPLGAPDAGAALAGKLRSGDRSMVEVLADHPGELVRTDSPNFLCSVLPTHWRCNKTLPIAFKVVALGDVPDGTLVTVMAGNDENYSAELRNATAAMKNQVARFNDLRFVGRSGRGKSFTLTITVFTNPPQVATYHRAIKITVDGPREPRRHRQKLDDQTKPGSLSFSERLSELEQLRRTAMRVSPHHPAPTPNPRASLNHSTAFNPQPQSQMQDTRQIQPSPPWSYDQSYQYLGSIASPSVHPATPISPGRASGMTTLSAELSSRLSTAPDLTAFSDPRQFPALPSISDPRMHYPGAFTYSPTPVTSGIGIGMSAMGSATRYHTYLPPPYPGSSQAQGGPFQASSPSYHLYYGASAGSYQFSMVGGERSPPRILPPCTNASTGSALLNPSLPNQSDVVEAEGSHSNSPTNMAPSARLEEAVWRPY
Target sequence (Q13951 whole entry, looked up): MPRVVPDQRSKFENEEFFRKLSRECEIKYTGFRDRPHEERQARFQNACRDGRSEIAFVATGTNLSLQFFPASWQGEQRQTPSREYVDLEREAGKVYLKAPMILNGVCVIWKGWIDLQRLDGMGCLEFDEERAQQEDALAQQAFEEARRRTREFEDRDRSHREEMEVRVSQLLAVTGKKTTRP
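Compounds were screened at multiple concentrations against a preformed CBF-beta(His)/RUNX1(biotin) complex (30 nM of each) for 15 min at room temperature, followed by 90 min with nickel and streptavidin beads and AlphaScreen reading.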
NPSR antagonist – blocks cAMP signaling of the human neuropeptide S receptor | Q6W5P4 | CHO-NPSR cells, cAMP TR-FRET, antagonist mode | Potency, µM (top dose mostly 38.3 µM), for the others: at the top dose activity change, negative = inhibition, actives largely listed as inhibitors | 1% of 220,000 active; also: potency is read from the fitted curve at half-maximal effect; % is scaled to controls: 0 for no effect and ±100 for the full control effect; nearly all actives have a fitted effect of over 50% in size; many of its hits are not listed in these tables
Target sequence (Q6W5P4 whole entry, looked up): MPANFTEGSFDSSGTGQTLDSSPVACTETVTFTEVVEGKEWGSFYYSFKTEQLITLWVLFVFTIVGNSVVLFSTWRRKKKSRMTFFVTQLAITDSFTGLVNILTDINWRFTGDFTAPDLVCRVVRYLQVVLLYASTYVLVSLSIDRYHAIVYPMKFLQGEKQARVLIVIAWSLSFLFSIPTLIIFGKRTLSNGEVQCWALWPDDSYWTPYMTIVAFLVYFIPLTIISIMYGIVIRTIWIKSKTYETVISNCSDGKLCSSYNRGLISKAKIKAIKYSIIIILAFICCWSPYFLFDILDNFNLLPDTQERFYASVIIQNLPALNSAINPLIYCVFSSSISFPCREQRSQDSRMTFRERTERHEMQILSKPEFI
Epigenetic reg – epigenetic control regulation, reporter derepression | 0.2% of 280,000 active | murine LDR cells, GFP reporter derepression, 30 h | Potency, µM (series often up to 53.9 µM), without a hit: at the highest dose GFP activation, actives largely listed as activators; also: potency is read from the fitted curve at half-maximal effect; % of control where 0% means no effect; nearly all actives have a fitted effect of over 60% in size
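In this reporter-derepression format, murine cells bearing a silenced integrated CMV-GFP locus incubate with test compound (30 h, 37 C), then are washed and imaged; fluorescent objects of 20–120 um count as induced cells.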
L3MBTL1 block – L3MBTL1 (human) inhibition | AlphaScreen L3MBTL1–H3K9me1 peptide binding | Potency, µM (doses to about 57.1 µM), for the others: at the highest dose activity, negative = inhibition, most hits filed as inhibitors | 0.66% of 230,000 active | AID 485360 | Q9Y468; also: potency is read from the fitted curve at half-maximal effect; % is scaled to controls: 0 for no effect and ±100 for the full control effect; nearly all actives have a fitted effect of over 60% in size
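First, the protein-peptide complex forms for 30 min at room temperature (L3MBTL1 50 nM, biotinylated H3K9me1 peptide 75 nM). Next, compounds are pin-transferred and incubated 30 min. Finally, AlphaScreen beads are added and read after 30 min.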
IMPase Li cell – IMPase inhibition in cells with lithium potentiation; 0.35% of 210,000 active; Potency, µM (titrated, usually from 59.4 µM), for the others: top-dose activity, negative = IMPase inhibition, actives largely listed as inhibitors; AID 1457; CHO-M1 cells, IP1 TR-FRET (IP-One), carbachol + lithium;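 also: IP1 builds up when IMPase is blocked and the TR-FRET signal falls; potency is read from the fitted curve at half-maximal effect; plate controls were basal vehicle for no effect and high inhibitor control for full effect; nearly all actives have a fitted effect of over 50% in size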
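CHO-M1, 2000 cells/well, 16–30 h culture; cpd + low Li+, 30 min 37C; lysis with d2-IP1/Eu-anti-IP1 Ab, 10 min RT; TR-FRET 665/620 ratio and 620 channel; AC50 via Hill.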
KinaseGlo FLuc – counter-screen: inhibitors of Kinase-Glo firefly luciferase; Potency, µM (highest dose often 38.3 µM), for the others: top-dose activity change, negative = inhibition, most hits filed as inhibitors; Kinase-Glo luciferase, ATP luminescence, 8 min; AID 1379; 0.28% of 200,000 active; also: potency is read from the fitted curve at half-maximal effect; % is scaled to controls: 0 for no effect and ±100 for the full control effect; nearly all actives have a fitted effect of over 60% in size
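Luminescence was the read-out, taken after 8-minute incubation at ambient temperature. Luciferase turned over luciferin with 10 uM ATP in imidazole pH 7.2 buffer containing KCl, MgCl2, Tween 20 and BSA.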
HttQ103 aggreg – inhibitors of mutant huntingtin aggregate formation in PC12 cells; PC12 HttQ103-GFP aggregates, Acumen cytometry, 40 h; Potency, µM (series often up to 46.1 µM), inactives show top-dose activity change, negative = inhibition, hits mostly inhibitors; 1.1% of 220,000 active; also: potency is read from the fitted curve at half-maximal effect; % is scaled to controls: 0 for no effect and ±100 for the full control effect; nearly all actives have a fitted effect of over 60% in size
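Read-out: GFP aggregate count by laser scanning cytometer (488 nm excitation, 500-530 nm emission, 1–25 µm objects >6 SD above background). Cells: PC12, inducible HTTex1-Q103-GFP, 100 nM tebufenozide; compounds titrated.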
Active calls of the source: *; ? = inconclusive; nt = no result given; & = joins results of further samples; [ ] = another dose, or the depositor's remark. Calls follow the shape of the dose curve; as a rule, active = well fitted curve in the direction sought with a large enough effect; inconclusive = small, poorly fitted or top-dose-only effect, or another doubt; inactive = no such curve, though single readings can be large; an effect the other way counts as inactive or inconclusive.

Each structure is followed by: CBFb RUNX1 block	NPSR antagonist	Epigenetic reg	L3MBTL1 block	IMPase Li cell	KinaseGlo FLuc	HttQ103 aggreg
CCN(CC)S(=O)(=O)c1ccc(NC(=O)CSc2nnc(-c3ccc(F)cc3)o2)cc1
  4%	-11%[46.1 µM]	-1.0%	nt	23%[38.3 µM]	-4%	-18%
COc1ccc(NC(=O)CSc2ncnc3c2cnn3Cc2ccccc2)cc1OC
  2%	-6%[46.1 µM]	0.7%	nt	10%[38.3 µM]	-2%	12%
O=C(c1cc2ncc(Br)cn2n1)N1CCOCC1
  3%	-9%[46.1 µM]	?	nt	-15%[38.3 µM]	0%	-1%
O=[N+]([O-])c1ccc2[nH]c(O)c(N=NC3CCS(=O)(=O)C3)c2c1 (stereo unspecified)
  14%	-6%	-1.6%	nt	nt	nt	4%[9.22 µM]
COc1ccc2c(c1)c(CC(=O)OCC(=O)O)c(C)n2C(=O)c1ccc(Cl)cc1
  7%	-12%	3.3%	15%	3%&-2%&-6%	2%	6%
CCOC(=O)C1CCCN(C(=S)Nc2ccc(F)cc2)C1 (stereo unspecified)
  8%	-3%	-0.1%	2%[11.4 µM]	2%	6%	-4%
CC(NC(=O)/C(C#N)=C1\N=C(NC(=O)c2cccs2)c2ccccc21)c1ccccc1 (stereo unspecified)
  0%	-1%	0.0%	-7%	-10%	-4%	-4%
Cc1ccc(/C=C2\SC(=S)N(CCC(=O)NNS(=O)(=O)c3ccc(C)cc3)C2=O)cc1
  -4%	-4%[46.1 µM]	1.0%	-11%	-3%	0%	-1%
Cn1c(=O)n(C)c2cc(S(=O)(=O)NCCOCCO)ccc21
  -2%	1%[46.1 µM]	0.0%	nt	5%[38.3 µM]	-3%	-4%
N#CC(C(N)=O)=C1CCCCC1
  19%	17%	5.2%	2%	nt	nt	7%[9.22 µM]

Going on with the list:
Each structure is followed by: CBFb RUNX1 block	NPSR antagonist	Epigenetic reg	L3MBTL1 block	IMPase Li cell	KinaseGlo FLuc	HttQ103 aggreg
CC(C)(C)NC(=O)/C(=C\c1ccccc1F)NC(=O)c1ccc([N+](=O)[O-])cc1
  1%	-7%	6.3%	nt	-4%	3%	-15%
CCn1c(SCC(=O)NC2CCCC2)nnc1-c1c[nH]c2ccccc12
  -11%	-12%[46.1 µM]	0.1%	3%	12%[38.3 µM]	-3%	-4%
COC(=O)CNC(c1ccccc1)c1cc(Br)ccc1N (stereo unspecified)
  4%	12%	2.0%	-15%	nt	nt	-17%[9.22 µM]
O=C(CN1CCN(c2ccccc2)CC1)Nc1nccs1
  -1%	-5%[46.1 µM]	-1.0%	9%[11.4 µM]	-9%[38.3 µM]	2%	19%
Cn1c(=O)n(/N=C/c2ccccc2)c2ccccc21
  10%	13%	-1.9%	11%	3%	0%	-7%
CCCn1c(NC(=O)C2CCN(S(=O)(=O)c3cccs3)CC2)nc2ccccc21
  -5%	-20%[46.1 µM]	-1.2%	-8%	21%[38.3 µM]	-5%	?
COC(=O)CSc1nnc(-c2ccc(S(=O)(=O)NCc3ccccc3Cl)cc2)o1
  0%	-28%[46.1 µM]	0.1%	nt	30%[38.3 µM]	-4%	-8%
Cc1ccc(-n2ncc(C(=O)NCc3ccc4c(c3)OCO4)c2NC(=O)c2ccco2)cc1C
  -9%	-35%[46.1 µM]	-2.2%	-5%	19%[38.3 µM]	6%	10%
Cc1ccc(CSc2nc3c(cc2C#N)CCC3)cc1
  8%	?	-2.7%	4%	-5%[38.3 µM]	-4%	5%
CN(C)CCN(Cc1ccccc1)c1ccccn1
  4%&-8%	-7%&-6%	2.1%&-0.9%&0.0%	5%	8%&6%	-1%&-1%	10%&1%

(next part)
Each structure is followed by: CBFb RUNX1 block	NPSR antagonist	Epigenetic reg	L3MBTL1 block	IMPase Li cell	KinaseGlo FLuc	HttQ103 aggreg
Cc1ccc(-c2nnc(CSc3nnc(COc4ccccc4)n3-c3ccc(C)cc3)o2)cc1
  7%	?	0.0%	-18%	45%[activator][38.3 µM]	-1%	?
Cc1ccc(C)c(NC(=O)c2ccc3ccccc3n2)c1
  15%	-23%[46.1 µM]	-0.2%	nt	7%[38.3 µM]	-18%	2%
Cc1c(N2C(=O)/C(=C/c3ccccc3)SC2=S)c(=O)n(-c2ccccc2)n1C
  1%	-26%[46.1 µM]	0.0%	-7%	22%[38.3 µM]	-2%	?
O=C(Nc1ccc(F)cc1)N1CCCN(c2ccc(C(F)(F)F)cn2)CC1
  7%	20%	-1.0%	-1%	nt	nt	-15%[9.22 µM]
COCCSc1nnc(NC(=O)C2CCCO2)s1 (stereo unspecified)
  7%	-8%[7.67 µM]	3.9%	11%	0%[38.3 µM]	14%	4%
O=c1c2cc(Cl)ccc2nc(-c2ccc([N+](=O)[O-])cc2)n1O
  22%	-10%	-1.1%	7%	24%	0%	10µM*
CCOCC(=O)N1CCN(c2ccc([N+](=O)[O-])cc2)CC1
  0%	1%[46.1 µM]	-0.9%	12%	nt	nt	?
COC(=O)COc1ccc(S(=O)(=O)N2CCN(c3ccc(OC)cc3)CC2)cc1
  3%	0%	-4.8%	nt	9%	1%	6%
CCCNC(=O)NC(=O)COC(=O)/C=C/c1cc(Br)ccc1F
  5%	10%	-0.3%	nt	2%	nt	-4%
COc1ccccc1CNn1c(-c2cccc(C)c2)nc2ccccc2c1=O
  3%	?	1.4%	nt	35%[activator][38.3 µM]	0%	11%

Carrying on:
mol,CBFb RUNX1 block,NPSR antagonist,Epigenetic reg,L3MBTL1 block,IMPase Li cell,KinaseGlo FLuc,HttQ103 aggreg
S=C(Nc1ccc(Cl)cc1)c1nc2ccccc2s1,?,-12%[46.1 µM],-1.1%,-22%,11%[38.3 µM],2%,-2%
CCOC(=O)C(NCCOC)(NC(C)=O)C(F)(F)F (stereo unspecified),1%,14%,-1.0%,-1%,nt,nt,1%[9.22 µM]
c1ccc2c(c1)Nc1cc3ccccc3cc1S2,17%,?,0.0%,-14%,nt,nt,6%[9.22 µM]
O=C(COC(=O)C1(c2ccccc2F)CCCC1)NC1CCS(=O)(=O)C1 (stereo unspecified),4%,-11%[46.1 µM],1.1%,12%,16%[38.3 µM],-1%,?
Cc1ccc(SCc2cc(=O)[nH]c(N3CCN(C)CC3)n2)cc1,-4%,?,0.0%,nt,2%[38.3 µM],3%,1%[1.84 µM]
CCn1c(=O)cc(OCC(=O)Nc2cccnc2)c2ccccc21,4%,-6%[46.1 µM],-1.2%,3%,-2%[38.3 µM],-2%,-3%
COC(CNC(=O)C1CCCN(S(=O)(=O)c2c(C)noc2/C=C/c2cccs2)C1)OC (stereo unspecified),4%,-27%,-1.8%,nt,-3%,-1%,?
Cc1c(NC(=O)CSc2nnc3sc4ccccc4n23)c(=O)n(-c2ccccc2)n1C,-1%,-1%[46.1 µM],0.0%,-4%,-2%[38.3 µM],1%,4%
O=C(O)CCCn1nc(C(F)(F)F)c2c1CCCCC2,9%,-8%[46.1 µM],8.1%,-9%,-24%[38.3 µM],-5%,?
CC(=O)N1CCc2cc(S(=O)(=O)NCCC(=O)Nc3cccc(C)c3)ccc21,4%,-7%[46.1 µM],-1.1%,nt,28%[38.3 µM],4%,-1%
CNC(=O)c1nnn(-c2ccccc2)c1C(=O)NC,1%,6%[7.67 µM],-3.4%,-1%,-2%[38.3 µM],-4%,-2%
COc1ccc(CN2CCNC(=O)C2CC(=O)O)cc1OC (stereo unspecified),1%,-3%[46.1 µM],-1.0%,?,5%,1%,-26%

Complete entries, quoted from the list.
`CC(=O)N1CCc2cc(S(=O)(=O)NCCC(=O)Nc3cccc(C)c3)ccc21` is entered as CBFb RUNX1 block: 4%; NPSR antagonist: -7%[46.1 µM]; Epigenetic reg: -1.1%; L3MBTL1 block: nt; IMPase Li cell: 28%[38.3 µM]; KinaseGlo FLuc: 4%; HttQ103 aggreg: -1%
`CCn1c(=O)cc(OCC(=O)Nc2cccnc2)c2ccccc21` is entered as CBFb RUNX1 block: 4%; NPSR antagonist: -6%[46.1 µM]; Epigenetic reg: -1.2%; L3MBTL1 block: 3%; IMPase Li cell: -2%[38.3 µM]; KinaseGlo FLuc: -2%; HttQ103 aggreg: -3%

(listing goes on)
mol,CBFb RUNX1 block,NPSR antagonist,Epigenetic reg,L3MBTL1 block,IMPase Li cell,KinaseGlo FLuc,HttQ103 aggreg
COc1ccc(/C=C/C(=O)Nc2cccc(F)c2)cc1S(=O)(=O)N1CCOCC1,-3%,-12%,3.2%,0%,3%,-1%,?
O=C(NC1CCCCC1)C1CCN(S(=O)(=O)N2CCCCCC2)CC1,5%,-16%[46.1 µM],0.0%,47%[activator],-4%[38.3 µM],-2%,5%
Cc1ccc(S(=O)(=O)/N=C(\N)Nc2nc(C)c3cc(C)c(C)cc3n2)cc1,-9%,-13%[46.1 µM],0.0%,6%,10%,0%,4%
COC(=O)C1=C(N)Oc2cc(C)n(Cc3cccnc3)c(=O)c2C1c1ccc(OC)c(OC)c1 (stereo unspecified),7%,-3%[46.1 µM],0.0%,3%,-3%[38.3 µM],0%,?
Cc1ccc(NC(=O)NC2CCCCC2)cc1S(=O)(=O)N1CCOCC1,13%,-6%,-0.6%,3%,4%,1%,5%
CCCCn1nc(CC(=O)O)c2ccccc2c1=O,4%,5%[46.1 µM],1.7%,14%,2%[38.3 µM],2%,9%
Cc1ccc(NC(=O)c2ccc(CNS(=O)(=O)c3cccc(C(F)(F)F)c3)cc2)cc1,6%,0%[46.1 µM],0.0%,nt,-1%[38.3 µM],-2%,4%
COc1ccc2[nH]c3c(c2c1)CCNC3C1CC=C(C)CC1 (stereo unspecified),-4%,42%,0.0%,-25%,5%,3%,-28%[9.22 µM]
CS(=O)(=O)N1CCc2cc(S(=O)(=O)N3CCN(Cc4ccc5c(c4)OCO5)CC3)ccc21,-2%,-16%[46.1 µM],-2.6%,-5%,19%[38.3 µM],-4%,?
CCOC(=O)NC1(Nc2ccc(C)cc2)Oc2ccccc2O1,2%,32%,-1.0%,-19%,36%[activator],1%,2%

A portion of the library, so the mix of outcomes need not match the whole.
